Source: PubChem BioAssay (National Center for Advancing Translational Sciences (NCATS))
S3 lipid droplet: qHTS Assay for Lipid Storage Modulators in Drosophila S3 Cells; lipid storage change, negative = inhibition, % at the top dose, mostly 46.1 µM; hits show Potency in µM; Drosophila S3 cells, BODIPY lipid droplet fluorescence, 18-24 h; cells fed with added oleic acid; 320,000 tested, 0.64% active; active = well fitted inhibition curve with a large enough effect in the signal ratio, with a control signal flat, not every such curve was filed as active; inconclusive = small, poorly fitted or top-dose-only effect, or effect the other way, or a change in a side signal; the % refers to the signal ratio
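Drosophila S3 cells got compounds at several concentrations plus oleic acid (400 uM solution). Laser-scanning cytometry with 488 nm excitation read lipid droplets at 500-530 nm and cells at 575-640 nm. Percent activity was relative to 20 uM Triacsin C.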
S3 lipid droplet cell count max: also measured in S3 lipid droplet; calls as there; cell number change, %; measured here: cell count max response;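 cells counted by Cell Tracker Red CMTPX staining in the red channel; peak over a dose series mostly up to 46.1 µM; percent activity relative to internal control wells on each plate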
* = called active by the depositor; i = inactive; u = inconclusive; x = not tested or not shown; [ ] = another dose, or the depositor's remark. % is scaled to controls: 0 for no effect and ±100 for the full control effect; potency is read from the fitted curve at half-maximal effect. Some of the compounds tested, so the mix of outcomes need not match the whole.

molecule	S3 lipid droplet	S3 lipid droplet cell count max
Cc1cccc(N2CCN(c3ccc(N4C(=O)CCCC4=O)cc3[N+](=O)[O-])CC2C)c1 (stereo not drawn)	11%	x
CCN(CC)CCCNC(=O)Cn1cc2c(n1)CCC(C)C2 (stereo not drawn)	8%	5
O=C(Nc1cccc(CCc2ccccn2)c1)c1cc(F)c(F)cc1Cl	u	x
Cc1ccc(C(=O)CNc2cc(C)ccc2C)cc1	u	x
CC(=O)NC1=NN(C(C)=O)C(C)(c2ccc(Br)cc2)S1 (stereo not drawn)	u	x
COc1cccc(OC)c1C(=O)Nc1ccc(S(=O)(=O)Nc2cc(C)nc(C)n2)cc1	u	x
COCCN(C(=O)COC(=O)c1cccc2ccccc12)c1c(N)n(Cc2ccccc2)c(=O)[nH]c1=O	u	x
CN(Cc1ccccc1)C(=O)CCSc1nc(-c2ccc3c(c2)OCO3)cc(C(F)(F)F)n1	-3%	-7
CN(C)S(=O)(=O)Oc1ccccc1C(=O)Nc1ccc(F)cc1F	u	x
C=CCOCCN1C(=O)C2C3C=CC(C2C1=O)C1C2C(=O)N(CCOCC=C)C(=O)C2C31 (stereo not drawn)	-3%	-6
COc1cccc(C(=O)/C=C/Nc2ccc(S(=O)(=O)Nc3ncccn3)cc2)c1	u	x
O=[N+]([O-])c1ccc2c(c1)[nH]c(=S)n2-c1ccccc1	u	x
Cc1ccc(S(=O)(=O)N2CCCCC2)cc1NC(=O)CSc1nnc(N)s1	u	x
CCOc1ccc(-c2ccc(SCC(=O)NCC3CCCO3)nn2)cc1 (stereo not drawn)	u	x
Cc1oc2cc3oc(=O)c(CCC(=O)NC4CC4)c(C)c3cc2c1C	u	x
CC(=O)c1cccc(NS(=O)(=O)c2ccc(N/C=C/C(=O)c3ccc(F)cc3)cc2)c1	i	-28
CCOC(=O)Cc1c(C)nc2c(-c3ccc(Cl)cc3)c(C)nn2c1C	-5%	2
O=[N+]([O-])c1ccc(O)c(/C=N/Nc2ccccn2)c1	u	x
CCCN(CC(=O)Nc1ccccc1C)C(=O)c1cccc(S(=O)(=O)N2CCN(c3ccccc3)CC2)c1	u	x
O=C(Cc1ccccc1)NNC(=O)C1CC=CCC1 (stereo not drawn)	i	17
COc1ccc(NS(=O)(=O)c2ccc(NC(=S)NC(=O)c3cccc(F)c3)cc2)nn1	9%	-4
CC(C)CCNC(=O)c1cc2c(=O)[nH]c3ccccc3c2s1	-2%	-13
CC1=CCC[C@@H]2[C@@](C)(CC/C(C)=C/C(=O)O)[C@H](C)CC[C@@]12C	u	x
CC(NC(=O)C1CC12CCC2)c1ccccc1 (stereo not drawn)	0%	2
Cc1ccc(S(=O)(=O)c2c(C)nn(C(C)(C)C)c2OC(=O)c2cccs2)cc1	-13%	-2
Cc1ccc(C(=O)NC(=S)N2CC(C)OC(C)C2)cc1[N+](=O)[O-] (stereo not drawn)	u	x
NC(=O)CSc1nc2ccccc2c(=O)n1-c1ccccc1	-8%	7
COc1ccc(C(=O)N(C)C2CCCN(Cc3ccccc3F)C2)cc1C (stereo not drawn)	u	x
COc1ccc2oc(-c3cccc(NC(=O)CSc4ccc(Cl)cc4)c3)nc2c1	u	x
COC(=O)c1cc(N=Nc2c(C)[nH]c3ccccc23)cc(C(=O)OC)c1	u	x
O=[N+]([O-])c1cc(-c2ccn[nH]2)ccc1Cl	u	x
Cc1ccc(C(=O)NC(=S)Nc2cc(C(F)(F)F)ccc2Cl)cc1	u	x
C/C(CC(=O)Nc1ccc(C)c(Cl)c1)=N\NC(=O)Cc1cccs1	25%	x
Cc1ccc(NCc2cccnc2)cc1	-8%	7
CCC(C)N(C(=O)COC(=O)CNC(=O)c1ccccc1F)C1CCS(=O)(=O)C1 (stereo not drawn)	2%	-18
COc1cccc(C2=NOC(C(=O)NCc3ccccn3)C2)c1 (stereo not drawn)	u	x
COc1ccc(C(=O)N(C)CCCC2CCCC2)cc1OC1CCN(C(C)C)CC1	u	x
CC(=O)c1ccc(OCC(=O)Nc2cccc(S(=O)(=O)N3CCCC3)c2)cc1	u	x
COCCCNC(=O)CN(Cc1ccc(Cl)cc1)S(C)(=O)=O	u	x
COC(=O)c1cccc(N(C(=O)CNC(=O)c2ccco2)C(C(=O)NC2CCCC2)c2ccco2)c1 (stereo not drawn)	15%	6
CCOc1ccc(-n2c(Cc3cc(=O)[nH]c(=O)[nH]3)nnc2SCC(=O)Nc2nnc(C)s2)cc1	u	x
COc1ccc(OC)c(S(=O)(=O)Nc2cc(OC)c(Cl)cc2OC)c1	u	x
COc1ccccc1NC(=O)CC(NCc1ccccc1)C(=O)O (stereo not drawn)	-9%	x
CCCCNC(=O)C(CC)Sc1nc2sc(C(=O)OC)c(C)c2c(=O)n1N (stereo not drawn)	u	x
COc1ccc(/C=C2\SC(=O)N=C2N)cc1OC	u	x
COc1ccccc1OCC(=O)Nc1cccc(S(=O)(=O)NC2=NCCCCC2)c1	3%	2
COc1ccc(NC(=S)NCC(O)c2ccccc2)c(OC)c1 (stereo not drawn)	u	x
CCOc1ccc(NC(=O)CN(C)C(=O)Cn2c(=O)cnc3ccccc32)cc1OCC	u	x
COc1ccc(C(=O)NCCS(=O)(=O)NC2CCCC2)cc1	u	x
CCOC(=O)c1c(C)[nH]c(C(=O)COC(=O)c2ccc(F)c(S(=O)(=O)N3CCOCC3)c2)c1C	u	x

Quoted from the listing.
`NC(=O)CSc1nc2ccccc2c(=O)n1-c1ccccc1` in S3 lipid droplet reads -8%
`C/C(CC(=O)Nc1ccc(C)c(Cl)c1)=N\NC(=O)Cc1cccs1` in S3 lipid droplet reads 25%
`COC(=O)c1cccc(N(C(=O)CNC(=O)c2ccco2)C(C(=O)NC2CCCC2)c2ccco2)c1` (stereo not drawn) in S3 lipid droplet cell count max reads 6

Later entries:
molecule	S3 lipid droplet	S3 lipid droplet cell count max
COc1ccc(Nc2oc(-c3ccc(OC)cc3)nc2C#N)cc1	1%	0
Cn1c(=O)cc(OCCCC(=O)NCCN2CCN(c3ccccc3F)CC2)c2ccccc21	u	x
CCOC(=O)N1CCC(NC(=O)CCC(=O)N2CCOc3ccc(C)cc32)CC1	-18%	x
COc1ccc(C(=O)COC(=O)CNC(=O)c2ccc(OC)cc2)cc1	9%	x
Cc1ccc(-c2nc(CSc3nc4ccccc4c(=O)n3CCO)cs2)cc1	u	x
COc1cccc(Nc2nc(-c3ccc(O)cc3)cs2)c1	u	x
O=C(NC1CCCC1)C(c1cccnc1)N(C(=O)c1ccco1)c1ccc(F)cc1 (stereo not drawn)	u	x
Cc1cc(C(=O)CN2C(=O)CN(C)C2=O)c(C)n1-c1cccc(S(=O)(=O)N2CCOCC2)c1	u	x
CCOC(=O)N1CCN(S(=O)(=O)c2ccc(OC)c3ccccc23)CC1	u	x
Cn1c(=O)[nH]c(=O)c2c1nc(CN1CCN(c3ccc(F)cc3)CC1)n2CCc1ccccc1	u	x
COc1ccc(/C=C2\SC(=O)N(CCNC(=O)Cc3coc4cc(OC)ccc34)C2=O)cc1	u	x
O=C(CNc1cccc(S(=O)(=O)N2CCCC2)c1)Nc1ccc(F)c(F)c1	i	3
CCCNC(=O)NCc1ccc(N2CCCC2=O)cc1	u	x
O=C(CN=C1NS(=O)(=O)c2ccccc21)OCC(=O)c1ccccc1	4%	10
Cc1cc(=O)oc2cc(OCC(=O)N3CC[C@@]4(O)CCCC[C@H]4C3)ccc12	u	x
O=C(C[n+]1cccc(/C=N/O)c1)N1CCCc2ccccc21	-5%	-11
O=C(CCl)Nc1ccc(N2CCCCCC2)cc1	u	x
CC1(C)Cc2cccc(OCC(=O)Nc3ccc(OCC(N)=O)cc3)c2O1	u	x
Cc1ccc(NC(=O)CCCn2nc(C)c3c(C)n(-c4ccccc4)nc3c2=O)c(Cl)c1	u	x
Cc1cccc(OCC(=O)NCC2CCCO2)c1C (stereo not drawn)	23%	10
CCOC(=O)Cc1c(C)c2c(O)cc(O)cc2oc1=O	u	x
COc1ccccc1C(=O)Nc1ccc2c(c1)OCO2	u	x
CCOC(=O)COc1coc(CN2CCN(c3ccccc3)CC2)cc1=O	u	x
CCOc1cc(NS(=O)(=O)c2ccc(NC(C)=O)cc2)c(OCC)cc1NC(=O)C(C)C	u	x
Nc1ncnc2oc(-c3ccco3)c(-c3ccco3)c12	i	x

Reprinted from the part before: 2 entries; new compounds follow.
molecule	S3 lipid droplet	S3 lipid droplet cell count max
CCOc1cc(NS(=O)(=O)c2ccc(NC(C)=O)cc2)c(OCC)cc1NC(=O)C(C)C	u	x
Nc1ncnc2oc(-c3ccco3)c(-c3ccco3)c12	i	x
CCOc1ccc(CCNC(=O)CCc2nnc3ccc(N4CCOCC4)nn23)cc1	u	x
CC1SC(c2ccc(F)cc2)N(CCc2ccccc2)C1=O (stereo not drawn)	0%	-17
CC(OC(=O)c1oc2ccccc2c1COc1ccccc1)C(N)=O (stereo not drawn)	u	x
CC(/C=C/c1cccc([N+](=O)[O-])c1)=N/NC(=O)c1cccnc1	u	x
CN1CC=C2C(C#N)=C(N)C(C#N)(C#N)C(c3ccsc3)C2C1 (stereo not drawn)	20%	-21
CSCC(C)N1CCC(CO)(CCCc2ccccc2)CC1 (stereo not drawn)	u	x
COc1ccccc1N1CCN(CC(=O)Nc2ccc(C)c(F)c2)CC1	i	-6
Cc1ccccc1NC(=S)c1nc2ccccc2[nH]1	u	x
O=C(OCC(=O)N1CCCc2ccccc21)c1ccc(Br)o1	6%	1
O=C(c1ccc(-c2ccc([N+](=O)[O-])cc2Cl)o1)N1CCOCC1	-1%	18
Cc1cc(NC(=O)CSc2ncnc3c2cnn3-c2cccc(Cl)c2)no1	-13%[9.22 µM]	-11
CNC(=O)CSc1nnc(CCc2ccccc2)n1-c1ccccc1	u	x
Cc1cc(C)n2nc(C(=O)N/N=C/c3ccc(Cl)cc3)nc2n1	u	x
CCn1nc(C)c(NC(=O)CSc2nnc(-c3ccco3)n2C)c1C	i	-1
CCCCCCCN1C=CC(=O)CC1	4%	5
COC(=O)c1ccc2c(=O)n(-c3ccccc3)c(SCN3C(=O)c4ccccc4C3=O)nc2c1	u	x
NC(=O)[C@@H]1CCCN1Cc1nc(Cc2ccccc2F)no1	-12%	-4
Cc1ccc(NCCC(=O)c2ccc(Cl)cc2)cc1	5%	-2
Cc1ccc(S(=O)(=O)Nc2cccc(C(=O)NCC(c3ccccc3)N(C)C)c2)cc1F (stereo not drawn)	i[0.0737 µM]	x
Cc1nc(SCc2c(F)cccc2Cl)n[nH]1	u	x
O=C(O)CNS(=O)(=O)c1ccc(-c2ccccc2)cc1	u	x
CCN(CC)S(=O)(=O)c1cc(NC(=O)C(C)N2CCc3ccccc32)ccc1C (stereo not drawn)	u	x
Oc1ccccc1N=Nc1nc(-c2ccccc2)c(-c2ccccc2)[nH]1	i	16
O=C(CCNC(=O)Cn1ccc2ccccc2c1=O)NCCN1CCc2ccccc2C1	u	x
CC1CC(C)CN(CCCNC(=O)CC2Oc3ccccc3NC2=O)C1 (stereo not drawn)	u	x

Part of the list above, with values under each structure:
Results follow in this order: S3 lipid droplet | S3 lipid droplet cell count max
NC(=O)[C@@H]1CCCN1Cc1nc(Cc2ccccc2F)no1
→ -12% | -4
Cc1ccc(NCCC(=O)c2ccc(Cl)cc2)cc1
→ 5% | -2
Cc1ccc(S(=O)(=O)Nc2cccc(C(=O)NCC(c3ccccc3)N(C)C)c2)cc1F (stereo not drawn)
→ i[0.0737 µM] | x
Cc1nc(SCc2c(F)cccc2Cl)n[nH]1
→ u | x

(further entries)
molecule	S3 lipid droplet	S3 lipid droplet cell count max
O=[N+]([O-])c1nn(-c2ccc3c(c2)OCCO3)n(O)c1=NCCC1=CCCCC1	u	x
COC(=O)C(C)Sc1nnc(Cc2cc(=O)[nH]c(=O)[nH]2)n1-c1ccc(OC)cc1 (stereo not drawn)	u	x
CCCOc1cccc(C(=O)NCCCNC(=O)c2cccnc2)c1	u	x
O=C(O)CNS(=O)(=O)c1ccc2c(c1)CCCC2	u	x
COc1cc(C=O)ccc1OCCCOc1ccccc1[N+](=O)[O-]	u	x
Cc1nn(S(=O)(=O)c2ccccc2)c(C)c1Sc1ccc([N+](=O)[O-])cc1	u	x
O=C(CC(=O)N/N=C\c1ccc(F)cc1)NCCc1ccccc1	6%	16
O=C(N/N=C/c1ccco1)c1cccc(S(=O)(=O)Nc2ccccc2Cl)c1	u	x
CCOC(=O)c1c(C)[nH]c(C(=O)CSc2nnc(Nc3ccccc3F)s2)c1C	13%	x
O=C(Cn1cc(Cl)ccc1=O)c1ccc(Cl)cc1	u	x
O=C(CSc1nnc(-c2ccccc2)c(-c2ccccc2)n1)Nc1ncc(Cl)cc1Cl	-8%	0
CCOC(=O)/C(C#N)=C\C1=C(N2CCCC2)CC(C)(C)OC1	4%	0
O=C(CSc1nnc(-c2ccccc2)o1)Nn1cnnc1	u	x
COc1cccc(-n2c(CN3CCN(Cc4ccccc4)CC3)nc3ccc([N+](=O)[O-])cc3c2=O)c1	u	x
CCOC(=O)C1NN=C(C(=O)c2ccccc2)C1c1ccccc1 (stereo not drawn)	-6%	-11
CC(C)=NNc1nc2c(c(=O)[nH]c(=O)n2C)n1CCc1ccccc1	14%	-2
Cc1[nH]c2ccc(C(=O)OCC(=O)NC3(C#N)CCCCC3)cc2c1C	u	x
